SNCA expr inhib = SNCA gene expression inhibition. actives 0.17% (n = 140,000). HEK-293 SNCA-luciferase knock-in, luminescence, 24 h. Potency, µM (doses to about 57.2 µM), without a hit: top-dose activity change, negative = inhibition, most hits filed as inhibitors;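 note: potency is the fitted concentration of half-maximal effect; plate controls were DMSO cells for no effect and cell-free wells for full effect; nearly all actives have a fitted effect of over 45% in size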
FLuc inh = Photinus pyralis luciferase inhibition; purified P. pyralis luciferase, luminescence, biochemical; Potency, µM (doses to about 115 µM), without a hit: at the highest dose activity change, negative = inhibition, hits mostly inhibitors; actives 2.5% (n = 76,000); AID 1347043; note: potency is the fitted concentration of half-maximal effect; nearly all actives have a fitted effect of over 65% in size
Target sequence (P08659 whole entry, looked up): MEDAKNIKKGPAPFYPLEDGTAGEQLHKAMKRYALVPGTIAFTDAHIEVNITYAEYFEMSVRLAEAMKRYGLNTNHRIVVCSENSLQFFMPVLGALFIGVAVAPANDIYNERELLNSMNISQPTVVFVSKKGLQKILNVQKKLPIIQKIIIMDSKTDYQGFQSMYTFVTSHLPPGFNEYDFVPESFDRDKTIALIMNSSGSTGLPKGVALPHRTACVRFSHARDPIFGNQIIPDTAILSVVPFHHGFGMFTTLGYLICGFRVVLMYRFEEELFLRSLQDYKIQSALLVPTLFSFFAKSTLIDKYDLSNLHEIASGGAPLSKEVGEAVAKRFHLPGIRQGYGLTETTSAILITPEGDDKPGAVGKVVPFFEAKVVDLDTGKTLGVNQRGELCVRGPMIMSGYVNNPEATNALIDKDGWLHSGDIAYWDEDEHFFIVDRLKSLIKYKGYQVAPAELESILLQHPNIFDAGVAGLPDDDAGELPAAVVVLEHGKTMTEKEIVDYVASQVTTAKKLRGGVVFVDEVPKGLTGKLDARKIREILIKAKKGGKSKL
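Cell-free enzyme assay, 10nM P. pyralis luciferase, luciferin and ATP each at 10uM. Inhibition profiled over a 6-point titration, read as luminescence.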
GPT2 inhibitor = inhibitors of human GPT2 alanine aminotransferase. actives 0.25% (n = 100,000). Q8TD30. Recombinant GPT2, coupled pyruvate oxidase/HRP Amplex Red fluorescence. Potency, µM (highest dose often 57.7 µM), for inactives: top-dose activity change, negative = inhibition, actives largely listed as inhibitors; note: potency is the fitted concentration of half-maximal effect; nearly all actives have a fitted effect of over 60% in size; many of its hits are not listed in these tables
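Recombinant GPT2 (10ng/uL) with 250uM a-KG and 2mM L-alanine, 30 min at room temperature, in HEPES pH 7.5 buffer. Pyruvate detected by pyruvate oxidase/HRP/Amplex Red fluorescence after 30 min in the dark; AOA (50uM) as positive control.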
IP6K1 inhibitor = IP6K1 kinase inhibition; actives 0.81% (n = 140,000); Q92551; AID 1645851; activity change, % (series mostly up to about 58 µM); IP6K1 kinase, ADP-Glo luminescence, 2 h; hits give low values; in the data active = activity change below about -25%
Target sequence (Q92551 whole entry, looked up): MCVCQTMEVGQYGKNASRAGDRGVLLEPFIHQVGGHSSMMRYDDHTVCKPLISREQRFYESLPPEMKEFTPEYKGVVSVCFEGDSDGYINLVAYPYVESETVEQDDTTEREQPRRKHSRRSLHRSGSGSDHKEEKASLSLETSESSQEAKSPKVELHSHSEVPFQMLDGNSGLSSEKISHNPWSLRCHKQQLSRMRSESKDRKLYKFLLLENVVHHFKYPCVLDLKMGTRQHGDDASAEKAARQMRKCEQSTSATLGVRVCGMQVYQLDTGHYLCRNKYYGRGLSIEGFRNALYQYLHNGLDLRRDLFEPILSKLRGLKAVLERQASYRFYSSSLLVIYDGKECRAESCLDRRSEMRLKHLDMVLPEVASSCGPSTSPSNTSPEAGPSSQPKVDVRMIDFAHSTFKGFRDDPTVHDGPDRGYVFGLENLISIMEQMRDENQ
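ADP-Glo luminescence measures ADP made by human IP6K1 during a 2 h RT reaction with ATP/IP6 (mix at 1.3 mM/130 uM); top library doses 57.5 and 19.1 uM final.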
SNCA viab count = counter-screen for SNCA expression inhibitors: cell viability; actives 0.12% (n = 150,000); Potency, µM (doses to about 57.1 µM), for the others: at the top dose activity change, negative = cytotoxicity, usual class: cytotoxic; AID 1671193; HEK-293-SNCA-luc viability, GF-AFC fluorescence, 24 h;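 note: potency is the fitted concentration of half-maximal effect; 0% = DMSO-treated cells and -100% = medium-only wells without cells; nearly all actives have a fitted effect of over 30% in size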
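HEK-293-SNCA-luc cells (1500/well) plated 24 h, then exposed 24 h to a dilution series; GF-AFC added 30 min at 37C, fluorescence 405/540 nm; normalised to medium-only and DMSO wells, Hill fit.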
3T3 cytotox = cytotoxic compounds in NIH 3T3 cells; Potency, µM (highest dose often 96.7 µM), for the others: top-dose activity change, negative = cytotoxicity, usual class: inhibitors; actives 4.3% (n = 94,000); NIH 3T3 viability, CellTiter-Glo ATP luminescence, 48-72 h; note: potency is the fitted concentration of half-maximal effect; nearly all actives have a fitted effect of over 55% in size
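Viability of NIH 3T3 cells after 48 or 72 hr compound treatment at 37 °C was assessed by CellTiter-Glo, with luminescence imaged following a 10 min room-temperature step.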
HEK cytotox = cytotoxic compounds in HEK 293 cells. HEK 293 viability, ATP luminescence (CellTiter-Glo), 48-72 h. Potency, µM (doses to about 115 µM), for the others: top-dose activity change, negative = cytotoxicity, actives largely listed as inhibitors. actives 6.6% (n = 94,000). AID 1345083; note: potency is the fitted concentration of half-maximal effect; nearly all actives have a fitted effect of over 60% in size
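Pintool-delivered compounds were incubated with HEK 293 cells (250 cells/well) at 37 degree Celsius for 48 or 72 hr. ATP-dependent luminescence (CellTiter-Glo) then reported remaining viable cells.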
* hit, by the source's call; i = inactive; u = inconclusive; x = not tested or not shown; [ ] = remark or other dose. Unless noted, calls come from the whole dose curve; as a rule, active = well fitted curve in the direction sought with a large enough effect; inconclusive = small, poorly fitted or top-dose-only effect, or another doubt; inactive = no such curve, though single readings can be large; an effect the other way counts as inactive or inconclusive. Unless noted, % is set by controls: 0 for no effect and ±100 for the full control effect.

Each structure is followed by: SNCA expr inhib	HEK cytotox	IP6K1 inhibitor	SNCA viab count	3T3 cytotox	FLuc inh	GPT2 inhibitor
> Cc1ccc2oc(-c3cc(NC(=O)c4ccc5c(c4)OCCO5)cc(C)c3O)nc2c1
→ 21%	x	8	-6%	x	x	x
> CC(C)CNC(=O)N1C[C@@H](Oc2ccccc2)C[C@@H]1C(=O)N1CCOCC1
→ -16%	-2%	12	-1%	0%	-2%	-19%
> Cc1nn(-c2ccccc2)c2c1C(C1CC1)N(CC1CN(C(=O)C(C)(C)C)C1)C2=O (centres undefined)
→ x	u	-2	x	u	x	x
> COc1cccc(CNC(=O)c2ccc(CS(=O)c3ccccc3)o2)c1 (centres undefined)
→ 2%	x	9	2%	x	x	x
> Cc1nn(-c2ccccc2)c2c1C(C)N(CC1CN(C(=O)Nc3ccccc3)C1)C2=O (centres undefined)
→ x	-2%	9	x	-7%	x	x
> Cc1cc(NCCN2CCNC2=O)n2nc(C)cc2n1
→ 12%	i	4	4%	3%	0%	i
> O=C(Cc1ccc(Cl)cc1)N1CCC2(CC1)N(c1ccccc1)C(=O)CS2(=O)=O
→ u	1%	12	1%	-14%	9%	i
> O=C(NCc1cccnc1)C1CCc2nnc(-c3ccc(Cl)cc3Cl)n21 (centres undefined)
→ 54%[activator]	1%	-11	3%	3%	x	1%
> CCOC(=O)c1c(C)[nH]c(C)c1S(=O)(=O)NCC(=O)N1CCN(c2ccccc2OC)CC1
→ -18%	x	18	-1%	x	x	x
> COCCOC1CCN(S(=O)(=O)Cc2ccccc2F)CC1
→ 4%	1%	37	1%[12.5 µM]	-2%	4%	i
> COc1ccc(CN2C(=O)[C@@H]3C[C@@H](O)CN3C3(CN(C(C)C)C3)C2=O)cc1
→ 47%[activator][87.6 µM]	i	-6	5%[87.6 µM]	i	1%[172 µM]	i
> C=CCN1CCN(C(=O)CCC[C@@H]2[C@H]3CCCN4CCC[C@@H](CN2C(=O)c2ccccc2)[C@@H]34)CC1
→ 6%	-7%	2	-1%	-10%	-2%	i
> O=C(c1ccccc1F)N1CCN(C(=O)c2nnn3c2COC(c2ccccc2)C3)CC1 (centres undefined)
→ u	u	2	-5%	-9%	-12%	-3%
> Cc1cc(C[C@@H]2COC[C@@H]2NC(=O)c2ccc(Oc3ccccc3)o2)on1
→ -6%	3%	8	5%	-12%	u	-2%
> CCCc1nc(NCc2nc(Cc3cccs3)no2)c2cnn(C)c2n1
→ u	45µM*	6	u	u	-3%	1%
> COc1ccc(CC(=O)N2C[C@@H]3CCCN4CCC[C@@H]([C@H]34)[C@H]2CCCC(=O)NCC2CC2)cc1
→ 17%	-36%	20	-11%	-31%	x	i
> O=C(Nc1cccc(F)c1)[C@@H]1C[C@@H](c2ccc(F)cc2)N([S+](=O)([O-])c2ccccc2)C1
→ u	35µM*	3	-25%	u	-14%	-15%
> Cc1ccc(C(=O)N2[C@@H]3CC[C@H]2CC(NC(=O)c2ccncc2)C3)cc1 (some centres undefined)
→ -9%	i	13	-1%	-2%	5%	2%
> COc1ccc(OC)c(CNC(=O)C2CCN(c3nc4ccccc4nc3C(F)(F)F)CC2)c1
→ -13%	x	17	-5%	x	x	x
> Cc1ccc(-n2nc(C)c([C@H]3C=C[C@@H](OC(=O)N[C@H](C)c4ccccc4)C3)c2C)cc1Cl
→ 49%[activator]	u	2	-7%	u	-17%	2%
> CC(=O)N1CCC(N2C(=O)C3(CCCC3)C2c2scnc2C)CC1 (centres undefined)
→ 16%	i	-4	-1%[12.5 µM]	u	2%	i
> CCOc1ccc(N(CC)C(=O)Cn2cnc3sc(C)c(S(=O)(=O)N4CCN(c5ncccn5)CC4)c3c2=O)cc1
→ 4%	x	7	-15%	x	x	x
> COc1cccc(NC(=O)[C@@H]2C[C@@H](c3ccc(F)cc3)N([S+](=O)([O-])c3cccnc3)C2)c1
→ u	u	3	-5%	-22%	3%	1%
> CC(C)NC(=O)NCCNC(=O)c1ccc(-c2cncnc2)cc1
→ x	0%[172 µM]	0	x	-7%[138 µM]	x	x
> CCOC(=O)c1[nH]cnc1C(=O)Nc1ccc(F)cc1
→ -29%	x	4	-10%	x	x	x
> Cn1ncc2c(C(=O)NCc3cccs3)cc(-c3cccnc3)nc21
→ -2%[87.6 µM]	u	13	-21%[87.6 µM]	u	x	i
> Cc1ccc(NC(=O)C2CCCN2S(=O)(=O)c2ccc3nc(-c4ccccc4)[nH]c3c2)cc1F (centres undefined)
→ u	x	-6	-29%	x	x	x
> CC(=O)NC1(C)CN(c2ccc(OC(F)(F)F)cc2)C1
→ 6%[87.6 µM]	u	-4	4%[87.6 µM]	u	1%[230 µM]	-9%[88.5 µM]
> Cc1cc(N2CCC(C(=O)NCCC(C)C)CC2)n2nc(C)c(-c3ccc(Cl)cc3)c2n1
→ 26%	x	2	9%	x	x	x
> Cc1ccc(CNC(=O)Cn2cc(S(=O)(=O)Cc3ccccc3Cl)c3ccccc32)cc1
→ -16%	x	4	-9%	x	x	x

Among those listed so far, these contain a thiophene ring, fused or not.
Each structure is followed by: SNCA expr inhib	HEK cytotox	IP6K1 inhibitor	SNCA viab count	3T3 cytotox	FLuc inh	GPT2 inhibitor
> CCCc1nc(NCc2nc(Cc3cccs3)no2)c2cnn(C)c2n1
→ u	45µM*	6	u	u	-3%	1%
> CCOc1ccc(N(CC)C(=O)Cn2cnc3sc(C)c(S(=O)(=O)N4CCN(c5ncccn5)CC4)c3c2=O)cc1
→ 4%	x	7	-15%	x	x	x
> Cn1ncc2c(C(=O)NCc3cccs3)cc(-c3cccnc3)nc21
→ -2%[87.6 µM]	u	13	-21%[87.6 µM]	u	x	i

(further entries)
Each structure is followed by: SNCA expr inhib	HEK cytotox	IP6K1 inhibitor	SNCA viab count	3T3 cytotox	FLuc inh	GPT2 inhibitor
> CC(=O)Nc1ccc(-c2ccc(=O)n3c2[C@@H]2C[C@@H](CN(S(=O)(=O)c4ccccc4)C2)C3)cc1
→ 27%	i	3	-3%	i	7%	2%
> c1cc(-c2ccc3c(c2)OCCCO3)n2ncnc2n1
→ 30%	-4%	-4	3%	-6%	u	-12%
> COc1ccc(-c2ccc(C(=O)NCc3ccccc3)cc2)nn1
→ x	-27%[172 µM]	6	x	-22%[138 µM]	x	x
> Cc1ccc(CCN2C[C@]34C=C[C@H](O3)C(C(=O)N(C)Cc3nccn3C)C4C2=O)cc1 (some centres undefined)
→ -23%	i	-7	-10%	2%	10%	5%
> Cc1ccccc1C(=O)Nc1ccnn1C1CCN(C(=O)C2(C(N)=O)CC2)CC1
→ -1%	-6%	11	-4%	i	-5%	i
> CCOC(=O)c1ccc(NC(=O)C2CCCN(c3ccc(Sc4ccc(C)cc4)nn3)C2)cc1 (centres undefined)
→ 9%	x	-12	-4%	x	x	x
> CCCCOc1cccc(C(=O)Nc2cccc3ccc(C)nc23)c1
→ -9%	x	2	1%	x	x	x
> O=C(NCc1ccccc1)c1c(-c2ccccc2)cc(=O)n2c1CCCC2
→ 25%	u	5	4%	u	x	-6%
> CCn1cc(S(=O)(=O)c2ccc(Cl)cc2)c(=O)c2cc(F)c(N3CCOCC3)cc21
→ -4%	x	4	-20%	x	x	x
> CC(=O)c1ccc(NC(=O)c2cc3c([nH]c2=O)CC(c2ccccc2)CC3=O)cc1 (centres undefined)
→ 47%[activator]	x	-21	-9%	x	x	x
> CCOC(=O)c1c(C)oc2nc(C)nc(NCc3ccc(C)cc3)c12
→ 31%[activator]	x	5	5%	x	x	x
> COc1ccc(CNC(=O)C2CCN(Cc3ccccc3-c3ccccc3F)CC2)cc1
→ x	45µM*	14	x	u	x	x
> COc1cc(NC(=O)N[C@H]2CO[C@H]3[C@@H]2OC[C@@H]3Nc2nccc(-c3ccc(N(C)C)cc3)n2)cc(OC)c1
→ -15%	u	10	-14%	u	-10%	-4%
> COCC(=O)N(C)C(C)c1cccs1 (centres undefined)
→ 6%[87.6 µM]	i	-9	0%[87.6 µM]	1%[174 µM]	8%[230 µM]	i
> CNC(=O)c1cc(C2CC2)nc2c1c(C1CCCN(C(=O)C3CCCC3)C1)nn2C (centres undefined)
→ x	u	-9	x	u	x	x
> CCc1ccccc1NC(=O)Cn1c(=O)oc2ccccc21
→ 25%	x	-2	16%	x	x	x
> COC(=O)c1ccc(CN2C(=O)[C@@H]3C[C@@H](O)CN3C3(CN(CC4CCCCC4)C3)C2=O)cc1
→ -10%	i	-10	5%	i	5%	-4%
> Cc1oc(-c2ccc(C(=O)NCCCOC(C)C)cc2)nc1CS(=O)(=O)c1ccccc1
→ -1%	x	8	-1%	x	x	x
> N#Cc1cccc(NC(=O)O[C@@H]2CO[C@H]3[C@@H]2OC[C@@H]3Nc2nccc(-c3ccc4c(c3)OCO4)n2)c1
→ 13%	28µM*	4	-17%	u	-4%	-4%
> CCC(C(=O)Nc1ccc(C(C)C)cc1)n1nc(C)n2c(cc3cc(C)ccc32)c1=O (centres undefined)
→ 17%	x	-17	2%	x	x	x
> Cc1ccc(C)c(NC(=O)Nc2cccc(-c3cn4cccnc4n3)c2)c1
→ -17%	x	3	5%	x	x	x
> COc1cc(OC)c(OC)cc1CNCCCSc1nnnn1C
→ -7%	x	6	-6%	x	x	x
> COCc1ncc(C)n1CC1CCCN(Cc2cccnc2)C1 (centres undefined)
→ 8%	2%	-1	-4%	1%	x	i
> CC(C)N1CCC(CCN2C(=O)[C@H]3CN(S(=O)(=O)c4ccccc4)C[C@H]3C2=O)CC1
→ 30%[activator]	6%	4	-4%	i	5%	-2%
> O=C(c1nc(-c2ccc(Cl)cc2)n2c1CCCCC2)N1CCN(c2ccccc2)CC1
→ 17%	x	-9	-15%	x	x	x
> O=S(=O)(Cc1ccccc1)N1CC(c2nc(-c3ccncc3)no2)C1
→ 24%	u	1	6%	u	x	2%
> CCCOc1ccc(OC(=O)c2sc3ncn(Cc4cccc(F)c4)c(=O)c3c2C)cc1
→ u	x	-7	-3%	x	x	x
> COc1cccc(-c2cccc(C(=O)N3CCCC3C(=O)NCCc3ccccc3)c2)c1 (centres undefined)
→ 1%	u	-1	1%[12.5 µM]	u	x	-6%
> O=C(NCc1c(-n2cccc2)sc2c1CCCC2)Nc1cccc(C(F)(F)F)c1
→ -10%	x	33	-11%	x	x	x
> COc1nc2c(cc1CNC(=O)C1COCCO1)C(=O)N(C1CCCC1)C2 (centres undefined)
→ 3%	-15%	6	6%	-30%	-2%	4%
> FC(F)(F)c1cc(-c2ccccc2)nc2cc(-c3ccccc3)nn12
→ 23%	x	8	-9%	x	x	x
> O=C(NCCc1nc(-c2ccccc2)cs1)C1NCCc2[nH]cnc21 (centres undefined)
→ -15%	2%	26	-6%	0%	-4%	i
